# D1 antag: human D1 dopamine receptor antagonism | HEK293 TREx D1 cells, calcium flux, dopamine EC80; active compounds read low | activity change, negative = inhibition, % at 10 µM | actives 3.2% (n = 360,000) | AID 504652; in the data active means activity change below about -30%; further: on the % scale 0 is the no-effect control and ±100 the full control effect
# Target sequence (P21728 whole entry, looked up): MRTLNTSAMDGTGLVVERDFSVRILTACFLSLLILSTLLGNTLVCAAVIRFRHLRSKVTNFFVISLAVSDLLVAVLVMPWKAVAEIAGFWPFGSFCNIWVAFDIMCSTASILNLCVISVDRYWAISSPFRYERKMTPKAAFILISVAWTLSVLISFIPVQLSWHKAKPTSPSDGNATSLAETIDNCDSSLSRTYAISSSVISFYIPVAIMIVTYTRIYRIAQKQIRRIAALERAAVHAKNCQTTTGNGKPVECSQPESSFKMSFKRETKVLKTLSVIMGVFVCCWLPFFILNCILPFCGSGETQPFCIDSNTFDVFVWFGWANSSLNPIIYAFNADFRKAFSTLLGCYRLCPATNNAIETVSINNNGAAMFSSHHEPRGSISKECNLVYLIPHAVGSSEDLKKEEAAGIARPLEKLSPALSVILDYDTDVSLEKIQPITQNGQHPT
#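 Cells carrying a force-coupled, tetracycline-inducible human D1 receptor report calcium flux. Each well gets a 10 s baseline, compound with 180 s monitoring, then an EC80 dopamine stimulus with a second 180 s kinetic read.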
# D2 potentiator: positively modulates the human D2 dopamine receptor allosterically. AID 485347. HEK293 T-REx D2, calcium flux, EC20 dopamine potentiation. actives 0.34% (n = 340,000). potentiation, % at 10 µM;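 active means potentiation over 3 SD above the plate norm, cut at about 30% in these data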; further: 0% is about no effect
#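 Calcium flux readout, no-wash dye, 1 read/s. Inducible HEK293 Trex D2 line, overnight 30 C. Compound alone 180 s (agonist flags), then EC20 dopamine, another 180 s to score potentiation.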
# D2 antagonist: D2 dopamine receptor (human) antagonism. HEK293 TREx D2 cells, calcium flux, dopamine EC80. actives 2% (n = 340,000). inhibition, % at 10 µM. P14416; in the data active means inhibition above about 30%; further: 0% is about no effect
#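 Calcium mobilization kinetics were recorded at 1 s intervals in tetracycline-induced HEK293 T-REx D2 cells, first for 180 s after compound addition and then 180 s after EC80 dopamine.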
# TRHR ag: agonists of human TRH receptor | TRHR cells, calcium flux fluo-8, FDSS agonist mode | actives 0.18% (n = 360,000) | P34981 | activation, % at 2 µM; further: 0% is about no effect
# Target sequence (P34981 whole entry, looked up): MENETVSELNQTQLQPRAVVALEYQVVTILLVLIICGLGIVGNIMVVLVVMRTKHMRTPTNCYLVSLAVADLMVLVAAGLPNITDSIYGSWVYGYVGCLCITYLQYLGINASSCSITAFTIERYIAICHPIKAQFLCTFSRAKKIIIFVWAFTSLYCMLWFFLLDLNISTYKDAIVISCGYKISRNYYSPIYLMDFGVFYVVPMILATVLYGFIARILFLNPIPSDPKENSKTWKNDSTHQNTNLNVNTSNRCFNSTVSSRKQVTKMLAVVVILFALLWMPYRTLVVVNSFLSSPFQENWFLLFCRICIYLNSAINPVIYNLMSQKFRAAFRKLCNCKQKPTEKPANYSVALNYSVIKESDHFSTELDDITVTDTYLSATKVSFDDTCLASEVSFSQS
#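 TRHR-expressing cells, plated overnight in medium with 10% serum, were loaded with fluo-8 calcium dye at room temperature. After a 10 s baseline, library compound was pin-added and calcium release was recorded kinetically (ex 480/em 530) as agonist response.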
# RXFP1 antag: RXFP1 (human) relaxin receptor antagonism; Q9HBX9; HEK293-RXFP1, relaxin-stimulated cAMP HTRF, 30 min; active compounds read low; activity change, negative = inhibition, % at 57.5 µM; actives 0.59% (n = 350,000);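 active means activity change of -60% or lower, but not beyond a set lower limit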; further: on the % scale 0 is the no-effect control and ±100 the full control effect
# D1 potentiator: human D1 dopamine receptor positive modulation | actives 0.036% (n = 360,000) | potentiation, % at 10 µM | AID 504651 | HEK293 TREx D1 cells, calcium flux, dopamine EC20 potentiation | P21728; in the data active means potentiation above about 30%; further: 0% is about no effect
# D2 agonist: D2 dopamine receptor (human) agonism. HEK293 T-REx D2 cells, calcium flux agonist mode. activation, % at 2 µM. actives 0.53% (n = 340,000). AID 485358;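 active means activation over 3 SD above normal in the single-dose calcium agonist read, cut at about 30% in these data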; further: 0% is about no effect
#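 Tetracycline-induced HEK293 T-REx cells with force-coupled D2 receptor, plated overnight at 30 C, loaded with no-wash calcium dye. After a 10 s baseline, compound was pin-added and calcium flux read kinetically for 180 s; calcium rises flagged agonists.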
# TRHR PAM: TRH receptor (human) allosteric enhancement. P34981. TRHR cells, fluo-8 calcium fluorescence, EC20 TRH enhancement. actives 0.66% (n = 360,000). enhancement, % at 2 µM. AID 493056; in the data active means enhancement above about 30%; further: 0% is about no effect
#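 TRHR-expressing cells loaded with fluo-8 calcium dye were read kinetically (ex 480/em 530) during compound addition, then stimulated with an EC20 of TRH (10 nM final). Enhancement of the Gq-mediated intracellular calcium response was scored.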
# D1 agonist: agonists of human D1 dopamine receptor; HEK293 T-REx D1 cells, calcium flux, agonist mode; activation, % at 2 µM; actives 1% (n = 360,000); AID 504660; further: 0% is about no effect
#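 Tetracycline-induced HEK293 TREx D1 cells, force-coupled to calcium signalling, were dye-loaded with a no-wash calcium kit. Compound was pin-added after a 10 s baseline. Fluorescence was read kinetically at 1 cycle/s for 180 s, with calcium rises flagged as agonism.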
# An asterisk follows results filed as active; / = no result given; & = joins results of further samples. Unless noted, no stated cut-off is given here; in the data, active means activation above about 30%; inactive means the rest.
SMILES,D1 antag,D2 potentiator,D2 antagonist,TRHR ag,RXFP1 antag,D1 potentiator,D2 agonist,TRHR PAM,D1 agonist
CC(NC(=O)COc1ccccc1-c1ccccc1)c1ccccc1 (stereo not drawn),16,4,-15,0.3,-28,-10,-0.5,2,6
Cc1c(C(=O)N2CCCCC2)nn(-c2ccc(Cl)cc2)c(=O)c1C#N,-5,-6,8,-0.1,-3,-1,-0.4,-2,2
COC(=O)c1ccc(OC(=O)C2CC(=O)N(c3ccc(C)cc3C)C2)cc1 (stereo not drawn),-2,1,-26,-0.1,6,-2,0.2,2,0
COc1ccc(S(=O)(=O)NCCCCNS(=O)(=O)c2ccc(OC)cc2)cc1,-6,2,-11,-0.9,-2,-4,0.7,1,11
Cc1ccnc(NC(=O)c2ccc(COc3c(F)c(F)cc(F)c3F)o2)c1,-1,6,-26,-0.5,-6,-11,0.6,-4,9
CC(=O)Nc1sc(-c2ccc(Cl)cc2)nc1-c1ccccc1,-30,-20,-6,0.1,-35,-14,0.3,-20,0
CCC(Cc1ccccc1)NC(=O)CN(C)S(=O)(=O)c1ccc2c(c1)c(=O)n(C)c(=O)n2C (stereo not drawn),-14,52*,23,-0.5,/,/,0.1,0,-1
Cc1nc2ccccc2c(=O)n1NC(=O)c1c(O)c2c(n(CC(C)C)c1=O)CCCC2,15,-18,7,-0.1,2,-6,1.4,-7,0
O=C(/C=C/c1c(F)cccc1Cl)c1ccc(F)cc1,3,/,/,-0.6,-2,-3,/,4,22
COc1ccc(CC(=O)Nc2c3c(nn2C(C)(C)C)CS(=O)C3)cc1 (stereo not drawn),3,-1,21,0.6,/,/,2.2,1,1
CC(=O)N1CC(C)Sc2ccc(S(=O)(=O)NCc3ccc(F)cc3)cc21 (stereo not drawn),-37*,8,-7,-0.2,5,-2,1.5,2,11
COc1cc2cc(CNc3ccc(C)cc3)c(=O)n(CC(=O)Nc3ccc(C(C)C)cc3)c2cc1OC,10,8,/,-1.1,/,1,0.1,-1,-2
CC1=C(C(=O)OCC2CCCO2)C(c2ccc(Cl)cc2)NC(=O)N1 (stereo not drawn),-11,-1,18,0.4,-11,6,2.6,1,24
Cc1cccc(N2CCN(CC(O)COCc3cccs3)CC2)c1C (stereo not drawn),-4,-16,71*,-0.9,-17,-2,56*,1,7
COc1ccc(N(CC(=O)Nc2ccccc2C(=O)N2CCOCC2)S(=O)(=O)c2ccc(F)cc2)cc1,-21,-3,3,-0.1,7,3,-0.3,-4,1
Cc1ccc(OCCn2cc(C(=O)C3CCCCC3)c3ccccc32)cc1,-27,6,/,7.8,-20,-6,2.1,0,17
COc1ccc(-c2sc3ccc(OC)cc3c2-c2ccc(OC)c(F)c2)cc1,/,2,1,0.3,/,-3,0.4,-5,3
CCCCn1c(NCc2ccccc2O)nc2ccccc21,-1,0,4,0.3,0,-7,0.2,-5,1
O=C(NCC1COc2ccccc2O1)C1(c2ccccc2)CCCC1 (stereo not drawn),-9,13,2,-0.2,-12,-1,-0.4,-8,0
COc1ccc(Br)cc1/C=N/Nc1cccc(C(=O)O)c1,2,-9,9,0.5,-22,3,-0.1,6,2
CC(=O)n1c2c(c3ccccc31)OC(N)=C(C#N)C2c1cccc(Cl)c1Cl (stereo not drawn),4,-14,-2,0.7,-1,2,0.5,-5,5
O=C(CCl)N(Cc1cccc([N+](=O)[O-])c1)c1cccc(Cl)c1,1,-1,-2,-0.3,22,-11,-0.4,-7,0
CN(C)CCN1C(=O)c2oc3ccc(Cl)cc3c(=O)c2C1c1cccc(Br)c1 (stereo not drawn),5,/,/,0.2,14,1,/,-4,6
CSc1c(CC(=O)Nc2ccccc2Cl)n(Cc2ccccc2)c2ccccc12,20,14,-16,-1.4,0,-5,-0.5,9,3
COc1cccc(CC2(CO)CCN(C(=O)NC3CCCCC3)CC2)c1,-2,-28,-10,-0.2,-3,0,0.8,-15,2

# Ordered by the number under TRHR ag (largest number first): 4 of the compounds above.
SMILES | D1 antag | D2 potentiator | D2 antagonist | TRHR ag | RXFP1 antag | D1 potentiator | TRHR PAM | D1 agonist
COc1ccc(Br)cc1/C=N/Nc1cccc(C(=O)O)c1 | 2 | -9 | 9 | 0.5 | -22 | 3 | 6 | 2
CC(NC(=O)COc1ccccc1-c1ccccc1)c1ccccc1 (stereo not drawn) | 16 | 4 | -15 | 0.3 | -28 | -10 | 2 | 6
Cc1ccnc(NC(=O)c2ccc(COc3c(F)c(F)cc(F)c3F)o2)c1 | -1 | 6 | -26 | -0.5 | -6 | -11 | -4 | 9
COc1cc2cc(CNc3ccc(C)cc3)c(=O)n(CC(=O)Nc3ccc(C(C)C)cc3)c2cc1OC | 10 | 8 | / | -1.1 | / | 1 | -1 | -2

# Next entries follow.
SMILES,D1 antag,D2 potentiator,D2 antagonist,TRHR ag,RXFP1 antag,D1 potentiator,D2 agonist,TRHR PAM,D1 agonist
COc1ccc(C2=NN(C(=O)CSc3nc4ncc(Cl)cc4[nH]3)C(c3ccco3)C2)cc1 (stereo not drawn),-7,2,3,-1.4,-24,-4,0.7,-6,2
O=C(Nc1ccccc1)c1ccccc1OCc1ccc(F)cc1,-3,9,7,1.4,-4,0,-1.4,-4,15
CCCCCOc1ccc(Cn2ccnc2)cc1[N+](=O)[O-],-13,2,7,0.1,3,-7,0.4,-2,5
CCOC(=O)C1(Cc2cccc(OC)c2)CCCN(Cc2cc(C(C)C)n[nH]2)C1 (stereo not drawn),0,12,3,-2.5,-24,1,-0.3,-2,1
Cc1ccc2sc(-c3ccc(NC(=O)CCN4C(=O)c5ccccc5C4=O)cc3)nc2c1,-15,4,-11,1.4,/,3,1.2,0,0
COc1ccc(NC(=O)N2CCN(S(=O)(=O)c3ccc4c(ccn4C)c3)CC2)cc1OC,1,-2,/,-0.8,-9,-2,0.3,-2,5
CCCC(=O)Nc1ccccc1OCc1cc(=O)n2cc(C)ccc2n1,6,0,/,0.1,-2,-3,-0.7,-6,-1
CC(=O)Nc1cnn(Cc2ccc(Br)cc2)c1,1,2,12,-0.7,-1,-1,-0.1,-1,2
CCCCC1CCC(C(=O)Nc2ccccc2)CC1 (stereo not drawn),-1,7,-24,1.1,8,-2,-0.3,13,3
CCCCC(CC)C(=O)Nc1cc(C(=O)NCc2ccc(C)cc2)ccc1N1CCC2(CC1)CC(c1cccc(Br)c1)=NO2 (stereo not drawn),-12,/,/,0.3,/,-4,/,2,6
CCOc1ccc(NC(=O)CSC2=NN3CCCC(=O)N=C3S2)cc1,-1,-10,-12,0.3,-2,-8,0.0,12,11
Cc1ccc(Cn2c(CN(C)Cc3ccccc3)nc3c2c(=O)n(C)c(=O)n3C)cc1,17,-2,15,2.2,-9,6,-0.1,0,28
CCOC(=O)C1=C(COc2ccccc2)NC(=O)NC1c1ccc(Cl)cc1 (stereo not drawn),7,-2,13,-0.4,/,-1,0.1,3,5
O=C(NCCc1ccc(Cl)cc1)c1ccc2c(c1)N(Cc1c(F)cccc1Cl)C(=O)CS2,-5,-1,/,0.8,/,-1,0.6,-4,6
Cc1ccc(NC(=O)c2cc(NC(=O)C3CC=CCC3C(=O)O)ccc2N2CCOCC2)cc1Cl (stereo not drawn),-4,11,14,0.2,-1,-1,-0.8,1,-1
Cc1[nH]c2ccc(Br)cc2c(=O)c1CN1CCCCCC1,-9,6,-17,0.4,-2,-2,0.3,13,2
O=C(NCCCN=C1NS(=O)(=O)c2ccccc21)c1ccncc1,/,1,0,0.7,-1,2,0.6,-1,0
Cc1ccc(NC(=O)C2CCCN2S(=O)(=O)c2ccc3c(c2)n(C)c(=O)c(=O)n3C)cc1C (stereo not drawn),-24&-16,7&4,3,-1.2&-0.8,-8,-4&-2,-0.9&-1.9,4&-3,5&-3
CNC(=O)/C(=C\C=C\c1ccccc1)NC(=O)c1ccc([N+](=O)[O-])cc1,-20,-2,3,2.0,1,-7,2.7,-3,22
CC(=O)Nc1ccc(NC(=O)C(C)Sc2n[nH]c(-c3cccs3)n2)cc1 (stereo not drawn),-14,9,-22,0.9,-1,-6,0.4,7,2
COc1cc(/C=C/C(=O)NCCN2CCOCC2)cc(OC)c1OC,-21,23,-15,0.3,17,2,1.0,4,1
CNC(=O)N(C1=NCC(C)(C)S1)c1ccc(F)c(Cl)c1,9,2,5,-0.7,4,/,-1.4,0,-1
COc1cc2cc(C#N)c(SCC(=O)N3CCOCC3)nc2cc1OC,0,7,-13,-1.4,7,-2,0.0,4,-1
CCCC(=O)Nc1nnc(-c2ccccc2)o1,3,7,21,0.3,/,-5,-0.5,-1,0
CCCn1cc(S(=O)(=O)c2cc(C)ccc2C)c(=O)c2cc(F)c(N3CCOCC3)cc21,1,3,/,-0.3,-4,6,-0.3,12,2
# More compounds follow.
SMILES,D1 antag,D2 potentiator,D2 antagonist,TRHR ag,RXFP1 antag,D1 potentiator,D2 agonist,TRHR PAM,D1 agonist
Cc1cc(C(=O)CSc2nnc(N)s2)c(C)n1CCc1ccc(F)cc1,-21,-5,43*,-0.7,-14,-4,0.2,-2,1
Cc1nc2ccccc2n1CC(O)COCC1CC=CCC1 (stereo not drawn),-9,2,-4,0.6,12,-7,0.4,-3,15
Oc1ccc2ccccc2c1CNc1ccc(Br)cc1,-26,-7,-4,0.4,-3,-7,0.5,7,2
CC1=C(C(=O)Nc2ccccc2)C(c2ccccc2)N2C(=O)CSC2=N1 (stereo not drawn),-6,-7,-11,0.4,2,-4,1.0,-2,1
Cc1ccccc1SC1CCN(Cc2nc(C3CC3)no2)CC1,-8,3,4,-0.4,-17,5,-1.1,3,5
C=C(C)CN1CCN(c2ccc(N3C(=O)CCCC3=O)cc2[N+](=O)[O-])CC1,7,-4,-11,-0.1,-5,-2,0.8,-5,4
COc1cc(NC(=S)N2CCC(C(O)(c3ccccc3)c3ccccc3)CC2)cc(OC)c1,2,3,7,0.0,-17,6,-0.6,3,5
CCOc1ccc(NC(=O)CSc2cn(CC(=O)N3CCCCCC3)c3ccccc23)cc1,3,2,/,-0.3,-25,-5,0.3,-11,1
O=C(NCCSc1c[nH]c2ccccc12)C1CC1,-4,-19,36*,-0.5,7,-2,-1.4,1,3
Nc1ccc(-c2nc3ncccc3o2)c(O)c1,-19,-2,-10,-0.3,0,6,-0.2,3,0
NC(=O)c1c(NC(=O)c2ccccc2)sc2c1CCCC2,-2,-1,4,-0.1,2,7,-0.6,5,3
Cn1cccc1-c1nc2ccccc2n1Cc1ccccc1,-12,0,3,-0.2,-23,-5,-0.1,-1,3
COc1ccc(C(=O)Nc2ccc(NC(=O)c3cc(OC)c(OC)c(OC)c3)cn2)cc1,-11,8,-3,-0.3,27,-2,-1.2,7,0
CCN(CC)S(=O)(=O)c1ccc(Nc2cc(C)nc3ncnn23)cc1,19,/,/,0.0,-7,5,/,-4,0
O=C(Cn1cc(C(=O)C2CC2)c2ccccc21)Nc1ccccc1Cl,5,12,-2,-0.2,-17,-1,-0.7,13,1

# From PubChem
